Compound activity as filed in PubChem BioAssay.
MITF inh – inhibitors of human MITF; inhibition, % at 2.6 µM; AlphaScreen MITF homodimerization, bead proximity signal; 650,000 tested, 0.91% active; AID 1259374; in the data active = inhibition above about 50%;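 also: 0% = vehicle wells with protein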
Target sequence (O75030 whole entry, looked up): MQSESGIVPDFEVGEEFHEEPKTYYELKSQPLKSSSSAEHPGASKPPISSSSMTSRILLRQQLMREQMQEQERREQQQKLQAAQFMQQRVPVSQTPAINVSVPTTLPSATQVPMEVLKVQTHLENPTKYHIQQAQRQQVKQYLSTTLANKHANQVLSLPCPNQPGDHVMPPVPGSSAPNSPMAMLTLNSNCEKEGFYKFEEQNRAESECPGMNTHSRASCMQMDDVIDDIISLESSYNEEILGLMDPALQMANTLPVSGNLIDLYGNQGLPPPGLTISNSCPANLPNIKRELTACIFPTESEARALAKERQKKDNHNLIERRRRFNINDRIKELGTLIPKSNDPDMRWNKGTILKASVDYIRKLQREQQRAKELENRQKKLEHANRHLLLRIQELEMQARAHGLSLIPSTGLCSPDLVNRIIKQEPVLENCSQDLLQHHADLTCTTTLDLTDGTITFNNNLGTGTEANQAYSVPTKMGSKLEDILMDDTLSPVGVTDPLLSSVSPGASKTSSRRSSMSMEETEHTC
FBW7 act – human FBW7 E3 ligase activation, primary screen; Q969H0; normalized activity (activation), % at 26.1 µM; AlphaScreen FBW7–phospho-cyclin E peptide binding, activator screen; 650,000 tested, 0.13% active; in the data active = normalized activity above about 1.9%;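 also: purified mutant Fbw7 with reduced substrate affinity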
TEAD-YAP inh – TEAD-YAP interaction inhibition | HEK-TIYL cells, TEAD-Gal4/YAP UAS-luciferase luminescence | inhibition, % at 9.12 µM | 640,000 tested, 1.4% active; in the data active = inhibition above about 32%;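 also: 0% = median of test compound wells and 100% = reference inhibitor wells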
GPR151 activ – human GPR151 activation; Q8TDV0; PathHunter beta-arrestin GPR151 cells, luminescence; activation, % at 11.2 µM; 650,000 tested, 1% active; AID 1508602; in the data active = activation above about 4.9%;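 also: 0% = median of compound wells and 100% = cells with positive control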
Target sequence (Q8TDV0 whole entry, looked up): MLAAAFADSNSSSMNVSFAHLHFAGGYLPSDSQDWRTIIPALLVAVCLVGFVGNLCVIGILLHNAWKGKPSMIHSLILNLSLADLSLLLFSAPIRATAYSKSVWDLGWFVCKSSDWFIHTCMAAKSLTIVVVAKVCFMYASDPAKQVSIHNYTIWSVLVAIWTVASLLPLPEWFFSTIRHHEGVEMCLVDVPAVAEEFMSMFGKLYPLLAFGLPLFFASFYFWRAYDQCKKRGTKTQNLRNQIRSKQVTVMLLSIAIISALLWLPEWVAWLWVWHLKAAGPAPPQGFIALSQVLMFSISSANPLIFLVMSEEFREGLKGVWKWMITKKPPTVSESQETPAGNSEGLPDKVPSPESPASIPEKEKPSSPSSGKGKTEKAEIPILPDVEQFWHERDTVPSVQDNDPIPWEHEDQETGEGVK
* hit, by the source's call.

Values run as follows: MITF inh	FBW7 act	TEAD-YAP inh	GPR151 activ
[1] COc1ccc(C2CC(=O)C3=C(C2)NC(C)=C(C(=O)OC2CCCC2)C3c2ccc(Cl)cc2)cc1 (stereo unspecified)
    -12	-0.1	-2	1.7
[2] C=CCNc1nc2c([nH]c3ccccc32)s1
    13	0.5	1	0.0
[3] N#C/C(=N\Nc1ccc(Br)cc1)C(=N)N1CCOCC1
    13	0.4	-46	-0.6
[4] CC(=O)Nc1ccc(OCc2ccc([N+](=O)[O-])cc2)cc1
    6	0.8	-27	-2.2
[5] COc1ccc(S(=O)(=O)N(CC(N)=O)Cc2ccccc2)cc1Cl
    20	0.0	5	0.1
[6] Cc1cccc(NC(=O)Cn2c(=O)oc3cc(S(=O)(=O)N4CCCC4)ccc32)n1
    -30	0.1	-5	0.7
[7] Cc1ccccc1NC(=O)C(Cc1ccccc1)N1C(=O)c2ccccc2C1=O (stereo unspecified)
    -10	-0.2	3	-0.2
[8] COc1cccc(-n2c(SCC(=O)NCCC3=CCCCC3)nc3n[nH]c(C)c3c2=N)c1
    14	-0.1	18	0.0
[9] CC(C)CNC(=O)C(=O)NCC(c1ccco1)S(=O)(=O)c1cccs1 (stereo unspecified)
    -1	-0.2	-5	0.0
[10] O=C(CNC(=O)c1ccc(Br)cc1)NCC(=O)OCc1ccc(Cl)cc1
    10	-0.1	16	-0.3
[11] COC(=O)C1=C(C(=O)OC)SC(=C2C(=S)C(C)(C)N(C(C)=O)c3c(C)cc(C)cc32)S1
    39	-0.6	9	0.9
[12] NC(=O)c1c(NC(=O)Cc2ccccc2)sc2c1CCCCC2
    1	0.0	-7	-0.4
[13] CC(C)(C)NCCOCCOc1ccc(Cl)c(Cl)c1
    73*	0.5	-8	-0.2
[14] Cc1cccc(NC(=O)Cn2cnc3sc(-c4ccccc4)cc3c2=O)c1
    -9	-0.1	-6	0.1
[15] COc1nc(NC2CC2)nc(-c2c(C)noc2C)n1
    -5	0.7	4	-0.9
[16] Cc1cccc(N2CCN(C(=O)CCC(=O)N3CCSc4ccccc43)CC2)c1C
    7	0.1	4	-0.1
[17] COC(=O)C1CSC(C(=O)OC)N1C(=O)CC#N (stereo unspecified)
    -14	-0.1	-12	-2.1
[18] CCc1c(C)sc2ncn(C3CCN(C(=O)Cc4ccsc4)CC3)c(=O)c12
    -8	-0.3	45*	2.4
[19] O=C(Nc1cccc2c1CCCC2)c1ccc([N+](=O)[O-])cc1[N+](=O)[O-]
    10	0.2	6	0.2
[20] C=CCOc1ccc(/C=C2\C(=O)N(C)C(C)=C2C(=O)OC)cc1OC
    8	0.1	4	0.3
[21] CCOC(=O)C1CCCN(C(=O)c2cn(-c3ccc(C)c(C)c3)c(=O)c3ccccc23)C1 (stereo unspecified)
    -1	-0.1	-4	-0.3
[22] Cc1nc(CCNc2nncc(-c3ccccc3C)n2)n[nH]1
    1	0.0	6	-0.8
[23] COc1cc(C(=O)Nc2sc(SC)nc2-c2ccccc2)cc(OC)c1OC
    2	-0.3	-10	-1.4
[24] CCOC(=O)c1c(NC(=O)c2cc(OC)c(OC)c(OC)c2)sc2c1CCCCC2
    11	0.0	8	0.1
[25] O=C(CNC(=O)OCc1ccccc1)NC1CCCCCCC1
    6	0.0	1	0.6
[26] Cc1ccc(CN2CCCN(S(=O)(=O)c3ccc(Br)s3)CC2)cc1
    0	0.0	-5	-0.4
[27] Cc1ccc(/C=C/C(=O)NCCNC(=O)/C=C/c2ccc(C)cc2)cc1
    10	0.2	-12	0.4
[28] Cc1nc2ccccc2c(=O)n1CC(=O)Nc1ccc(N(C)C)cc1
    9	0.1	11	0.0
[29] CNC(=O)c1ccccc1Nc1cc(Nc2ccc3c(c2)CCC(=O)N3C)ncc1C(F)(F)F
    -2	0.2	78*	-0.6
[30] COc1ccc2c(c1)CCC2C(=O)Nc1cc(Nc2ccccc2C(N)=O)ccn1 (stereo unspecified)
    -2	-0.1	13	-0.2
[31] CC(=O)Nc1cccc(-c2cnc3ccc(NCc4cccs4)nn23)c1
    -8	-0.2	-8	-0.5
[32] CCOc1ccc(/C=C2\SC(=S)N(C(CC(=O)O)C(=O)O)C2=O)cc1 (stereo unspecified)
    -8	-0.8	7	0.5
[33] COC(=O)c1ccc(NC(=O)c2c(NCc3cccc(OC)c3)sc3c2CCCC3)cc1
    5	-0.1	-1	-1.6
[34] CCCOC(=O)CSc1nnc(-c2cc(OC)c(OC)c(OC)c2)o1
    0	0.0	5	2.0
[35] Cc1ccc(C(=O)N2CCCC(CCC(=O)N3CCN(c4ccccn4)CC3)C2)s1 (stereo unspecified)
    9	0.1	9	-0.3
[36] O=C(CN1C(=O)/C(=c2/sc3nc4ccccc4n3c2=O)c2ccccc21)Nc1ccc(F)cc1
    4	-0.1	5	1.8
[37] CC[C@H](C)[C@@H]1NC(=O)[C@@H]2C[C@H](NCc3ccc(Cl)cc3)CN2C1=O
    6	0.2	5	-1.5
[38] CCOC(=O)c1ccc(OCC2c3cc(OC)c(OC)cc3CCN2C(=O)Nc2cccc(Cl)c2)cc1 (stereo unspecified)
    5	0.0	6	1.2
[39] O=C(N[C@H]1C[C@H]2C(=O)N3CCC[C@H]3C(=O)N2C1)c1cnn(-c2ccccc2)c1C(F)(F)F
    9	0.1	0	1.0
[40] COc1ccc(C(=O)CNc2ccccc2C#N)cc1
    2	0.3	-29	0.3

Arranged by SMILES length (rising): part of the list above
Values run as follows: MITF inh	FBW7 act	TEAD-YAP inh	GPR151 activ
[9] CC(C)CNC(=O)C(=O)NCC(c1ccco1)S(=O)(=O)c1cccs1 (stereo unspecified)
    -1	-0.2	-5	0.0
[7] Cc1ccccc1NC(=O)C(Cc1ccccc1)N1C(=O)c2ccccc2C1=O (stereo unspecified)
    -10	-0.2	3	-0.2
[6] Cc1cccc(NC(=O)Cn2c(=O)oc3cc(S(=O)(=O)N4CCCC4)ccc32)n1
    -30	0.1	-5	0.7
[19] O=C(Nc1cccc2c1CCCC2)c1ccc([N+](=O)[O-])cc1[N+](=O)[O-]
    10	0.2	6	0.2
[21] CCOC(=O)C1CCCN(C(=O)c2cn(-c3ccc(C)c(C)c3)c(=O)c3ccccc23)C1 (stereo unspecified)
    -1	-0.1	-4	-0.3

Further compounds:
Values run as follows: MITF inh	FBW7 act	TEAD-YAP inh	GPR151 activ
[41] CCOc1cc(C(=O)N2C(=O)c3cccc(N)c3C2=O)cc(OCC)c1OCC
    -13	0.0	-11	-0.7
[42] CCOC(=O)c1c(N2C(N)=C(C#N)C(c3cccnc3)C3=C2CCCC3=O)sc2c1CCCCC2 (stereo unspecified)
    3	-0.1	2	1.3
[43] COc1ccc(C2/C(=C(/O)c3ccc([N+](=O)[O-])cc3)C(=O)C(=O)N2CCCCCC(=O)O)c(OC)c1 (stereo unspecified)
    -13	-0.2	4	0.0
[44] CN1CCCN(C(=O)CC2(CC(=O)O)CCCC2)CC1
    -6	-0.1	1	-0.7
[45] COC(=O)c1ccc(OCC2c3cc(OC)c(OC)cc3CCN2C(=O)c2ccco2)cc1 (stereo unspecified)
    8	0.0	27	0.7
[46] COc1ccc(CCNc2nc(-c3cccc(C(C)=O)c3)nc3c2ncn3CCN2CCCC2=O)cc1
    22	0.5	30	-1.7
[47] O=C(COc1cccc(C(F)(F)F)c1)NNC(=O)Cc1c(F)cccc1Cl
    -7	0.0	11	-0.1
[48] O=[N+]([O-])c1ccc(-c2noc(C34CC5CC(CC(C5)C3)C4)n2)cc1
    3	-0.1	6	1.1
[49] CCOC(=O)c1cnn(-c2ccc3ccccc3c2)c1N
    -2	-0.1	-63	-1.5
[50] CCOC(=O)c1c(NC(=O)COc2ccc(C)cc2Br)sc2c1CCC2
    6	-0.1	13	1.6
[51] COc1ccc(Cl)cc1NC(=O)/C(=C/c1cccc([N+](=O)[O-])c1)NC(=O)c1cc(Br)ccc1OC
    -6	-0.1	-2	-0.1
[52] CC(CCn1cccn1)N1CCC2(CC1)CC2C(=O)NCC1(c2ccccc2)CCCC1 (stereo unspecified)
    -12	0.1	7	-0.6
[53] O=C(Nc1ccc([N+](=O)[O-])cc1Cl)C(NCCCN1CCCC1=O)c1ccccc1 (stereo unspecified)
    14	0.1	15	0.1
[54] CN(C)C(CNS(=O)(=O)CCc1ccccc1)c1cccs1 (stereo unspecified)
    4	0.0	-3	-0.9
[55] O=C(NCCc1nnc2n1CCN(Cc1cccc3ccccc13)CC2)c1ccco1
    -5	-0.3	-4	-0.8
[56] CC(=O)C1=NN(c2ccc(C)cc2)C(c2c[nH]c3ccccc23)N1c1ccc(N2CCCCC2)c(Cl)c1 (stereo unspecified)
    10	0.0	-12	0.6
[57] COc1cc(NC(=O)COc2ccccc2)c(OC)cc1NC(C)=O
    -18	-0.1	-8	1.0
[58] COc1cc(CC(=O)N2CCC(O)(c3ccccn3)CC2)cc(OC)c1OC
    -7	-0.2	4	0.7
[59] Cc1nnc(C)n1/N=C\c1cccnc1
    11	0.0	8	-0.7
[60] Cc1cc(C(=O)OCC(=O)NCC(C)C)c(C)o1
    20	0.0	-8	-0.1
[61] CCn1c(SCc2nc(N)nc(N3CCCCC3)n2)nc2c1c(=O)n(C)c(=O)n2C
    13	0.3	-7	-0.3
[62] CCOc1ccc2[nH]cc(S(=O)(=O)c3ccccc3)c(=O)c2c1
    7	0.1	7	-0.2
[63] CN(C)CCNC(=O)C(=O)NCC1OCCCN1S(=O)(=O)c1ccc(Cl)cc1 (stereo unspecified)
    6	-0.1	6	0.1
[64] O=C(COc1cccc(Cl)c1)NC1CCCCC1
    10	0.0	-6	-0.6
[65] COC(=O)N/N=C/c1cn(CCOc2ccccc2OC)c2ccccc12
    23	0.0	7	2.6
[66] CC(OCc1ccccc1)C(NC(=O)OC(C)(C)C)C(=O)NCC1CCCO1 (stereo unspecified)
    17	0.2	7	-0.6
[67] O=C(Nc1ccc(Oc2ccccc2)cc1)C1C2C=CC3(O2)C1C(=O)N(Cc1ccccc1Cl)C3C(=O)NC1CCCCC1 (stereo unspecified)
    0	0.1	1	1.9
[68] Cc1ccc(C(=O)Nc2c3c(nn2-c2ccc(Cl)cc2)CS(=O)(=O)C3)cc1
    9	0.0	1	-1.1
[69] COC(=O)c1ccccc1S(=O)(=O)C1CCN(C(=O)c2cnc3ccccc3n2)CC1
    -3	-0.2	12	0.9
[70] CCOC(=O)C1=C(C)NC2=C(C(=O)C(C(=O)OCC)C(c3cccc(OC)c3)C2)C1c1ccccc1C(F)(F)F (stereo unspecified)
    6	0.1	2	2.1
[71] COc1ccc(-n2cc(C(=O)N3CCC(=O)CC3)c3ccccc3c2=O)cc1
    0	0.1	10	-0.5
[72] Cc1ccc(NC(=O)C2COc3ccccc3O2)nc1 (stereo unspecified)
    -2	-0.2	-80	0.4
[73] CCOCCCNC(=O)c1ccc(S(=O)(=O)c2ccc(Cl)cc2)c(NC(C)=O)c1
    10	0.2	7	-0.5
[74] CCOC(=O)C1=C(c2ccccc2)NC(=S)NC1c1cc([N+](=O)[O-])cc(OC)c1O (stereo unspecified)
    15	-0.1	-1	2.2
[75] COCCCn1c2c(c(=O)[nH]c1=O)C(c1cccc(OC)c1)C1=C(N2)c2ccccc2C1=O (stereo unspecified)
    3	-0.1	4	0.0
[76] COc1cc(C2C(C(=O)OCCc3ccccc3)=C(C)NC3=C2C(=O)CC(C)(C)C3)ccc1OCc1ccccc1 (stereo unspecified)
    5	-0.1	-2	1.9
[77] FC(F)(F)c1ccc(Cn2cnc3c(NCc4ccccc4)nc(Nc4ccc(C(F)(F)F)cc4)nc32)cc1
    13	0.3	4	-0.1
[78] CCC(=O)Nc1ccc(C(=O)OCC(=O)c2ccccc2Cl)cc1
    -9	0.0	0	0.1
[79] Cc1c(C(N)=O)sc2ncn(Cc3ccc(Cl)cc3)c(=O)c12
    -2	-0.2	-5	0.3
[80] O=C1CCCC2=C1C(c1ccc(OCc3ccc(F)cc3)cc1)C1=C(CCCC1=O)N2
    -6	0.8	4	-0.9

Looked up above.
`CCOCCCNC(=O)c1ccc(S(=O)(=O)c2ccc(Cl)cc2)c(NC(C)=O)c1` @ MITF inh = 10
`COCCCn1c2c(c(=O)[nH]c1=O)C(c1cccc(OC)c1)C1=C(N2)c2ccccc2C1=O` (stereo unspecified) @ GPR151 activ = 0.0

New compounds follow
Values run as follows: MITF inh	FBW7 act	TEAD-YAP inh	GPR151 activ
[81] CCOc1ccc(NC(=O)Cn2cnc3sc(C)cc3c2=O)cc1
    6	0.1	-4	0.7
[82] Cc1ccc(S(=O)(=O)N(C)c2ccc(C(=O)N3CCOCC3)cc2)cc1
    3	0.1	0	-0.6
[83] CCc1ccc(C2(C)CC(C)(C)N(C(=O)c3ccc(F)cc3)c3ccccc32)cc1 (stereo unspecified)
    -35	0.0	3	-1.0
[84] O=S(=O)(c1c(F)cccc1F)N1CCC(COCc2ccccc2)CC1
    -4	0.6	-8	0.7
[85] C=CCNC(=O)C1CC(=O)N(c2ccc(OCC(=O)Nc3ccc(C)c(Cl)c3)cc2)C1 (stereo unspecified)
    9	-0.1	7	-0.7
[86] CC(C)c1cc(NCCN2CCOCC2)n2ncc(-c3ccccc3)c2n1
    -11	0.0	16	-0.7
[87] COc1ccc(CC(=O)NNC(=S)Nc2ccc(Br)cc2)cc1
    4	0.1	12	0.6
[88] C=CCOC(=O)C1=C(C)NC(S)=C(C#N)C1c1ccsc1 (stereo unspecified)
    7	0.1	5	0.6
[89] COc1cc(/C=C/C(=O)OCCOc2ccccc2)ccc1O
    -6	-0.1	-22	-0.5
[90] CCOC(=O)c1ccc(-n2c(=S)sc3c(=O)n(CC4CCCO4)c(SCC(=O)NCc4ccccc4)nc32)cc1 (stereo unspecified)
    14	0.2	2	-0.6
[91] Cc1ccc(C)c(CSc2nc3nc(C)c(Cc4c(F)cccc4Cl)c(C)n3n2)c1
    2	0.1	3	6.3*
[92] COc1ccc(Cl)cc1NC(=O)Cn1ccc2c(OC)cccc2c1=O
    -4	0.0	0	0.3

Entries by screen from the entries so far:
Compounds 85–90 in MITF inh: 9, -11, 4, 7, -6, 14
Compounds 85–90 in TEAD-YAP inh: 7, 16, 12, 5, -22, 2
